RGS4 inh: inhibitors of human regulator of G protein signaling 4 | P49798 | Transcreener GDP fluorescence polarization, RGS4-accelerated GTP hydrolysis | Potency, µM (top dose mostly 114 µM), without a hit: at the top dose activity change, negative = inhibition, usual class: inhibitors | 390,000 tested, 0.039% active | AID 504845; also: % is scaled to controls: 0 for no effect and ±100 for the full control effect; nearly all actives have a fitted effect of over 75% in size; some results filed as inactive show a strong effect at the top dose
Target sequence (P49798 whole entry, looked up): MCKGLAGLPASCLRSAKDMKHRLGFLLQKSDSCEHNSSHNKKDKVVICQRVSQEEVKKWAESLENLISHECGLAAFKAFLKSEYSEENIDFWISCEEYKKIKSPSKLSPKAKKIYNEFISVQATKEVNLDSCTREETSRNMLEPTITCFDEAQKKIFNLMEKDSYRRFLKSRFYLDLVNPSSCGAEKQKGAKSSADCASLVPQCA
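MLSMR compounds (23 nl, pin-transferred) preincubated 10 min at room temperature with a 500nM (2x) first reagent, then RGS4 at 900nM (2x) plus Transcreener GDP mix added; fluorescence polarization (620/688 nm) read before and after 90 min at 30 °C.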
Vif-A3G inh: Vif-A3G binding inhibition. Potency, µM (titrated, usually from 46.1 µM), inactives show top-dose activity, negative = active, actives largely listed as inhibitors. 410,000 tested, 0.076% active. Q9HC16. HeLa A3G-eYFP + Vif (tagged APOBEC3G with the HIV-1 protein that degrades it), YFP fluorescence, overnight. AID 602310;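 also: % is scaled to controls: 0 for no effect and ±100 for the full control effect; nearly all actives have a fitted effect of over 60% in size; hits raise eYFP signal because A3G escapes Vif-driven loss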
Target sequence (Q9HC16 whole entry, looked up): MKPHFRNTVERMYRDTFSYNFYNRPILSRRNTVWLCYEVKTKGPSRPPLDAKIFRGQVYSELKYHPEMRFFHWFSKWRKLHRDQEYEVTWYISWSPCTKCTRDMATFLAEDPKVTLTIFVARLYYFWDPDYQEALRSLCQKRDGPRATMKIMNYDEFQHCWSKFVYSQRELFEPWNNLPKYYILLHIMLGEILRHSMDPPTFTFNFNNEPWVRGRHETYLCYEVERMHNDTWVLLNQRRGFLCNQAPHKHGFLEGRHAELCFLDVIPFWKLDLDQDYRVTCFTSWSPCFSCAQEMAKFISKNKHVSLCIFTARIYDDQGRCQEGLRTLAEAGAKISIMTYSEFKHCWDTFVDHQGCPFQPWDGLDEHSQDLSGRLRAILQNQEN
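HeLa cells stably expressing Vif and C-terminally eYFP-tagged A3G, seeded overnight at 37 deg C, then exposed to compound by pintool overnight at 37 deg C. Rise in yellow fluorescence (Ex 488/Em 500-530, Acumen) marks blocked Vif-driven A3G degradation.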
ALOX12 inh: ALOX12 (human) lipoxygenase inhibition. purified 12hLO, xylenol orange hydroperoxide absorbance. Potency, µM (series often up to 108 µM), for inactives: at the top dose activity change, negative = inhibition, usual class: inhibitors. 580,000 tested, 1.1% active. AID 1671190; also: % is scaled to controls: 0 for no effect and ±100 for the full control effect
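Hydroperoxide product was detected by ferrous iron/xylenol orange as the 573 to 405 nm absorbance ratio. Arachidonic acid at 40 uM (final) was turned over for 30 min at room temperature by 150 nM human 12hLO, pH 7.0 Hepes buffer, after 15 min compound preincubation.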
RXFP1 ag: RXFP1 (human) receptor agonism | Q9HBX9 | HEK293T-RXFP1 cAMP TR-FRET, 30 min; response scale: percent of porcine relaxin response, buffer zero | Potency, µM (top dose mostly 57.5 µM), for inactives: at the top dose activation, most hits filed as activators | 370,000 tested, 0.3% active | AID 2676; also: % is scaled to controls: 0 for no effect and ±100 for the full control effect; nearly all actives have a fitted effect of over 60% in size; many of its hits are not listed in these tables
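cAMP rise read by TR-FRET after 30 min, 37C compound exposure (up to 58 uM) in RXFP1-transfected HEK293 cells with Ro 20174 present. EC50 from Hill-equation fits, with 29 nM porcine relaxin as 100% and buffer as basal.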
TrxR1 substrate: is turned over as a substrate by rat TrxR1 | purified TrxR1 substrate turnover, NADPH consumption readout | Potency, µM (highest dose often 114 µM), for inactives: top-dose activity change, negative = substrate turnover | 390,000 tested, 0.01% active | AID 588456; also: % is scaled to controls: 0 for no effect and ±100 for the full control effect; nearly all actives have a fitted effect of over 50% in size
Target sequence (O89049 whole entry, looked up): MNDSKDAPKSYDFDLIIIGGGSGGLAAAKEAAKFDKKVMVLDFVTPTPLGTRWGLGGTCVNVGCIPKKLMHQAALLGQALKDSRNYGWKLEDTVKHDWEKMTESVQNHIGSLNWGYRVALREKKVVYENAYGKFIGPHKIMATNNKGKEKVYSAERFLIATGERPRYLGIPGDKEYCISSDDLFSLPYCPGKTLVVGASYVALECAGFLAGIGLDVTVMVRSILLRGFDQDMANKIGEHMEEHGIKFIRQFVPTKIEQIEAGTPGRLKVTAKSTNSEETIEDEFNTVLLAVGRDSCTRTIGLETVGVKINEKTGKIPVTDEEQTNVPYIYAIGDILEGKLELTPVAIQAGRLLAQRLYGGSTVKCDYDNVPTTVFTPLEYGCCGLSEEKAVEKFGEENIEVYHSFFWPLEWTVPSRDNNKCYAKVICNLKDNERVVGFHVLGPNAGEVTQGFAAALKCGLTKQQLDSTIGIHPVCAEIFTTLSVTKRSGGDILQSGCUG
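Rat TrxR1, dispensed at 90 nM, was prereduced with 400 uM NADPH (final) for 5 min at ~22 deg C, then incubated with compound 15 min before 400 uM selenite. A first-read NADPH fluorescence drop versus no-compound background flagged substrates.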
IDH1 R132H inh: blocks human mutant IDH1 R132H enzyme; O75874; IDH1-R132H enzyme, NADPH consumption, diaphorase/resazurin fluorescence; Potency, µM (titrated, usually from 76.6 µM), without a hit: top-dose activity change, negative = inhibition, most hits filed as inhibitors; 390,000 tested, 0.093% active; also: % is scaled to controls: 0 for no effect and ±100 for the full control effect; nearly all actives have a fitted effect of over 65% in size
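IDH1-R132H (0.5 ug/mL) preincubated 30 min with compound, then NADPH (0.016 mM) and alpha-KG (2 mM) added; 80 min at RT, pH 7.5. Remaining NADPH coupled via diaphorase/resazurin to fluorescence (540/590 nm); concentration-response curves normalized to no-enzyme control.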
Vif-APOBEC3F blk: inhibitors of Vif-A3F interaction; Potency, µM (titrated, usually from 46.1 µM), for the others: top-dose activity, negative = active; HeLa A3F-eYFP + Vif (tagged APOBEC3F with the HIV-1 protein that degrades it), YFP fluorescence increase; 390,000 tested, 0.2% active; AID 602313; also: % of control where 0% means no effect; nearly all actives have a fitted effect of over 65% in size
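Fluorescence increase (Ex 488/Em 500-530) after overnight compound treatment at 37 deg C flags inhibition of Vif-driven A3F-eYFP loss in stable HeLa A3F-eYFP/Vif cells seeded overnight beforehand.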
TrxR1 inh: inhibitors of rat thioredoxin reductase 1 | O89049 | recombinant rTrxR1, NADPH fluorescence consumption, selenite substrate | Potency, µM (highest dose often 114 µM), inactives show top-dose activity change, negative = inhibition, hits mostly inhibitors | 390,000 tested, 1% active; also: % is scaled to controls: 0 for no effect and ±100 for the full control effect; nearly all actives have a fitted effect of over 65% in size
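Rat TrxR1 (90 nM in the dispensed reagent) was pre-reduced with 400 uM NADPH for 5 min at room temperature, then incubated with compound for 15 min. After 400 uM selenite was added, NADPH fluorescence (Ex 340/Em 450 nm) was followed for 8 min.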
USP1-UAF1 inh: inhibitors of human USP1/UAF1 deubiquitinase; O94782; recombinant USP1/UAF1, Ub-Rhodamine cleavage fluorescence; Potency, µM (highest dose often 57.1 µM), inactives show at the highest dose activity change, negative = inhibition, usual class: inhibitors; 390,000 tested, 0.23% active; AID 743255; also: % is scaled to controls: 0 for no effect and ±100 for the full control effect; nearly all actives have a fitted effect of over 60% in size; inactives centre near -12
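High-throughput fluorogenic screen: 1nM USP1/UAF1 complex, Ub-Rho substrate 150nM final, 50mM HEPES pH 7.8 with 0.5mM EDTA, 0.1 mg/ml BSA, 1mM TCEP and 0.01% Tween-20.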
Numbers without * were called inactive; [ ] = remark or other dose. Calls follow the shape of the dose curve; as a rule, active = well fitted curve in the direction sought with a large enough effect; inconclusive = small, poorly fitted or top-dose-only effect, or another doubt; inactive = no such curve, though single readings can be large; an effect the other way counts as inactive or inconclusive. Potency is read from the fitted curve at half-maximal effect. Only part of the results is shown, so the mix of outcomes need not match the whole.

For O=C1CC(c2cc3c(cc2Br)OCO3)C2=C(CCCC2=O)N1 (configuration not stated) the results were RGS4 inh 19%, Vif-A3G inh -1%, ALOX12 inh 159%[activator], RXFP1 ag 2.0%, TrxR1 substrate 6%, IDH1 R132H inh 0%, Vif-APOBEC3F blk 2%, TrxR1 inh 5% and USP1-UAF1 inh -19%.
For CCN(CCO)c1ccc(N=Nc2cc(C)[nH]n2)cc1 the results were RGS4 inh 20%, Vif-A3G inh -1%, ALOX12 inh 33%[activator], RXFP1 ag -3.3%, TrxR1 substrate -7%[57.1 µM], IDH1 R132H inh 1%, Vif-APOBEC3F blk -14%, TrxR1 inh -8%[57.1 µM] and USP1-UAF1 inh -7%.
For CCc1ccc(OCC(=O)NCCN(C)C)c(Br)c1 the results were RGS4 inh 22%, Vif-A3G inh 0%, ALOX12 inh 0%, RXFP1 ag -0.7%, TrxR1 substrate -5%, IDH1 R132H inh 2%, TrxR1 inh -7% and USP1-UAF1 inh 3%.
For COc1ccc(S(=O)(=O)N2CCCC2CNC(=O)C(=O)NC2CC2)cc1 (configuration not stated) the results were RGS4 inh 12%, Vif-A3G inh -2%, ALOX12 inh -8%, RXFP1 ag -0.9%, TrxR1 substrate 5%[57.1 µM], IDH1 R132H inh 9%, Vif-APOBEC3F blk -5%, TrxR1 inh -1% and USP1-UAF1 inh 2%.
For CC(=O)c1sc(-c2ccccc2)cc1NS(=O)(=O)c1ccccc1 the results were RGS4 inh 5%, Vif-A3G inh 0%, ALOX12 inh inconclusive, RXFP1 ag 22%, TrxR1 substrate 0%[57.1 µM], IDH1 R132H inh 6%, Vif-APOBEC3F blk -22%, TrxR1 inh 5%[57.1 µM] and USP1-UAF1 inh 2%.
For CCc1ccccc1NC(=O)CN1CCN(CC(=O)Nc2ccc(-c3ccccc3)cc2)CC1 the results were RGS4 inh -5%, Vif-A3G inh 4%, ALOX12 inh -25%, RXFP1 ag 2.6%, TrxR1 substrate -3%, IDH1 R132H inh 0%, Vif-APOBEC3F blk -5%, TrxR1 inh -2% and USP1-UAF1 inh -17%.
Screening CCN(CC)C(=O)C1=C(C)N(Cc2ccccc2)C(=O)C(CC(=O)NCCc2ccccn2)C1 (configuration not stated) returned Vif-A3G inh 4%, ALOX12 inh -4%, IDH1 R132H inh 0%, Vif-APOBEC3F blk -4% and USP1-UAF1 inh -25%.
For COc1ccc(N=Nc2ccc(N)nc2N)cc1 the results were RGS4 inh -34%, Vif-A3G inh -5%, ALOX12 inh inconclusive, RXFP1 ag 0.2%, TrxR1 substrate -10%, IDH1 R132H inh -4%, Vif-APOBEC3F blk 9%, TrxR1 inh 0% and USP1-UAF1 inh -15%.
Screening COc1ccccc1OCCNC(=O)CCNC(=O)c1ccccc1Cl returned RGS4 inh -1%, Vif-A3G inh 4%, ALOX12 inh -5%, RXFP1 ag 0.3%, TrxR1 substrate 8%, IDH1 R132H inh 0%, Vif-APOBEC3F blk 5%, TrxR1 inh 43% and USP1-UAF1 inh -22%.
CN(C)S(=O)(=O)c1ccc(Nc2nc(C3CC3)nc3c2nnn3Cc2ccccc2Cl)cc1 was read as RGS4 inh -7%, Vif-A3G inh 3%, ALOX12 inh -6%, RXFP1 ag -0.6%, TrxR1 substrate 58%[activator], IDH1 R132H inh 7%, Vif-APOBEC3F blk 0%, TrxR1 inh 43%[activator] and USP1-UAF1 inh -18%.
Screening CCC(=O)N1CC23C=CC(CC2CC12CCCCC2)O3 (configuration not stated) returned RGS4 inh 15%, Vif-A3G inh -1%, ALOX12 inh -5%, RXFP1 ag -0.1%, TrxR1 substrate -8%, IDH1 R132H inh 3%, Vif-APOBEC3F blk -2%, TrxR1 inh -9% and USP1-UAF1 inh -6%.
`COc1ccc(N2CCN(Cc3nc4scc(-c5ccccc5)c4c(=O)[nH]3)CC2)cc1` gave RGS4 inh 1%, Vif-A3G inh -1%, ALOX12 inh -4%, RXFP1 ag 0.0%, TrxR1 substrate -4%, IDH1 R132H inh -13%, Vif-APOBEC3F blk -22%, TrxR1 inh -2% and USP1-UAF1 inh 0%.
CCc1ccc(C(=O)CN2CCSC2=N)cc1 was read as RGS4 inh -18%, Vif-A3G inh 1%, ALOX12 inh inconclusive, RXFP1 ag 1.1%, TrxR1 substrate 0%, IDH1 R132H inh 0%, Vif-APOBEC3F blk -2%, TrxR1 inh 19% and USP1-UAF1 inh -10%.
CCSc1nnc(-c2ccncc2)o1 was read as RGS4 inh 17%, Vif-A3G inh -1%, ALOX12 inh 0%, RXFP1 ag 3.1%, TrxR1 substrate 2%, IDH1 R132H inh -6%, Vif-APOBEC3F blk 0%, TrxR1 inh 7% and USP1-UAF1 inh -1%.
Screening CC1=C(c2ccc(C(C)C)cc2)S(=O)(=O)NC1=NCc1ccc(Cl)cc1 returned RGS4 inh 6%, Vif-A3G inh 2%, ALOX12 inh inconclusive, RXFP1 ag 12%, TrxR1 substrate -1%, IDH1 R132H inh -2%, Vif-APOBEC3F blk 2%, TrxR1 inh 3% and USP1-UAF1 inh 18%.
Cc1occc1C(=O)N/N=C/c1sc(N2CCOCC2)nc1-c1ccccc1 was read as RGS4 inh -22%, Vif-A3G inh 0%, ALOX12 inh -1%, RXFP1 ag 3.5%, TrxR1 substrate -9%, IDH1 R132H inh -9%, Vif-APOBEC3F blk -3%, TrxR1 inh -15% and USP1-UAF1 inh 3%.
For CC(=O)c1ccc(N=Cc2c(O)n(-c3cc(Cl)ccc3N3CCOCC3)c(=O)c3ccccc23)cc1 the results were RGS4 inh -2%, Vif-A3G inh -1%, ALOX12 inh 36%[activator], RXFP1 ag 0.0%, TrxR1 substrate 0%[57.1 µM], IDH1 R132H inh -3%, Vif-APOBEC3F blk -15%, TrxR1 inh 9%[57.1 µM] and USP1-UAF1 inh -22%.
`NS(=O)(=O)c1ccc(CCNC(=O)Cc2ccc(S(=O)(=O)N3CCCC3)s2)cc1` gave RGS4 inh -26%, Vif-A3G inh 0%, ALOX12 inh -21%, RXFP1 ag 0.3%, TrxR1 substrate 4%, IDH1 R132H inh 0%, Vif-APOBEC3F blk 1%, TrxR1 inh -5% and USP1-UAF1 inh -4%.
For CC(C)CNC(=O)C1Nc2ccccc2C2C=CCC12 (configuration not stated) the results were RGS4 inh -26%, Vif-A3G inh 0%, ALOX12 inh -23%, TrxR1 substrate 9%[57.1 µM], IDH1 R132H inh -19%, Vif-APOBEC3F blk 1%, TrxR1 inh 10µM* and USP1-UAF1 inh inconclusive.
`Cc1ccc(OCc2nc(-c3ccc(C(=O)N4CCN(c5ccc(Cl)cc5)CC4)cc3)oc2C)cc1` gave RGS4 inh 1%, Vif-A3G inh 0%, ALOX12 inh -15%, RXFP1 ag -2.2%, TrxR1 substrate 5%, IDH1 R132H inh -7%, Vif-APOBEC3F blk 5%, TrxR1 inh 22% and USP1-UAF1 inh -25%.
For O=S(=O)(NCc1cccc(C(F)(F)F)c1)NCc1ccccc1F the results were RGS4 inh -17%, Vif-A3G inh 1%, ALOX12 inh -4%, RXFP1 ag -0.6%, TrxR1 substrate 1%, IDH1 R132H inh -1%, Vif-APOBEC3F blk 4%, TrxR1 inh 29% and USP1-UAF1 inh -18%.
Screening CC(=O)Nc1cc(C(=O)OCc2cccc([N+](=O)[O-])c2)ccc1C returned RGS4 inh -11%, Vif-A3G inh -8%, ALOX12 inh -3%, RXFP1 ag 0.8%, TrxR1 substrate 6%[57.1 µM], IDH1 R132H inh 4%, Vif-APOBEC3F blk 2%, TrxR1 inh 7%[57.1 µM] and USP1-UAF1 inh -19%.
`CCCS(=O)(=O)Nc1c(OC)ccc2c1c(C(=O)OCC)c(C)n2C` gave RGS4 inh -1%, Vif-A3G inh -7%, ALOX12 inh -6%, RXFP1 ag 0.0%, TrxR1 substrate 13%, IDH1 R132H inh 3%, Vif-APOBEC3F blk -8%, TrxR1 inh 21% and USP1-UAF1 inh -5%.
CC(C)(C)Nc1scc(-c2ccccc2)[n+]1-c1ccccc1 was read as RGS4 inh 10%, Vif-A3G inh 0%, ALOX12 inh 1%, RXFP1 ag 0.5%, TrxR1 substrate 0%, IDH1 R132H inh -7%, Vif-APOBEC3F blk 6%, TrxR1 inh 7% and USP1-UAF1 inh -14%.
`Cc1ccc(N(CC(=O)NC2CCCCC2)C(=O)c2ccc(C)s2)cc1` gave RGS4 inh 14%, Vif-A3G inh 2%, ALOX12 inh -6%, RXFP1 ag 3.1%, TrxR1 substrate 6%, IDH1 R132H inh 5%, Vif-APOBEC3F blk -3%, TrxR1 inh 24% and USP1-UAF1 inh inconclusive.

Looked up by compound from above:
Screening CC(=O)Nc1cc(C(=O)OCc2cccc([N+](=O)[O-])c2)ccc1C returned RGS4 inh -11%, Vif-A3G inh -8%, ALOX12 inh -3%, RXFP1 ag 0.8%, TrxR1 substrate 6%[57.1 µM], IDH1 R132H inh 4%, Vif-APOBEC3F blk 2%, TrxR1 inh 7%[57.1 µM] and USP1-UAF1 inh -19%.
`Cc1ccc(OCc2nc(-c3ccc(C(=O)N4CCN(c5ccc(Cl)cc5)CC4)cc3)oc2C)cc1` gave RGS4 inh 1%, Vif-A3G inh 0%, ALOX12 inh -15%, RXFP1 ag -2.2%, TrxR1 substrate 5%, IDH1 R132H inh -7%, Vif-APOBEC3F blk 5%, TrxR1 inh 22% and USP1-UAF1 inh -25%.

Assay outcomes deposited in PubChem by National Center for Advancing Translational Sciences (NCATS).
